NPSR antag – antagonists of human neuropeptide S receptor cAMP signaling; Potency, µM (highest dose often 38.3 µM), inactives show top-dose activity change, negative = inhibition, hits mostly inhibitors; Q6W5P4; AID 1461; 220,000 tested, 1% active; CHO-NPSR cells, cAMP TR-FRET, antagonist mode; note: % is set by controls: 0 for no effect and ±100 for the full control effect; nearly all actives have a fitted effect of over 50% in size; many of its hits are not listed in these tables
Target sequence (Q6W5P4 whole entry, looked up): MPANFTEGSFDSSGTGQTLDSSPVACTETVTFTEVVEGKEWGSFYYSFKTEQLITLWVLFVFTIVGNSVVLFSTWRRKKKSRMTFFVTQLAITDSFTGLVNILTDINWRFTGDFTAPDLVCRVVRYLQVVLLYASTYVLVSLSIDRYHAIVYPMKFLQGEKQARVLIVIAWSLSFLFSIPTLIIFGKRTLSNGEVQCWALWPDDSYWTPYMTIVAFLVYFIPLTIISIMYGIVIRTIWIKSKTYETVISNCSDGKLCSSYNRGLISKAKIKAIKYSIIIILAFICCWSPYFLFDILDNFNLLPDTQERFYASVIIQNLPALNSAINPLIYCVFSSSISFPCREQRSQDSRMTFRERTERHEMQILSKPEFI
Epigenetic reg – regulators of epigenetic silencing causing reporter derepression in mouse cells; AID 1865; 280,000 tested, 0.2% active; murine LDR cells, GFP reporter derepression, 30 h; Potency, µM (top dose mostly 53.9 µM), inactives show top-dose GFP activation, actives largely listed as activators; note: % of control where 0% means no effect; nearly all actives have a fitted effect of over 60% in size
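Murine LDR cells bearing a silenced CMV-driven GFP reporter were exposed to compound for 30 h at 37 C. After PBS washes, GFP-positive cells (20-120 um objects) counted by laser-scanning microplate cytometry.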
aGal spleen mod – inhibits or activates alpha-galactosidase in human spleen homogenate. Potency, µM (top dose mostly 80 µM), for inactives: top-dose activity change, negative = inhibition, actives largely listed as inhibitors. AID 2107. human spleen homogenate, 4MU-alpha-Gal fluorescence, 40 min. 240,000 tested, 0.008% active;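 note: 0% = enzyme with vehicle and -100% = no enzyme basal signal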
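Inhibition or activation of alpha-galactosidase in human spleen homogenate is scored by 4-MU fluorescence after 40 min at 37C, pH 5.0, with 1 mM substrate. AC50s come from concentration-response fitted to the Hill equation.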
aGlu spleen mod – lysosomal alpha-glucosidase (human) modulation; 240,000 tested, 0.006% active; Potency, µM (top dose mostly 79.9 µM), without a hit: at the top dose activity change, negative = inhibition, actives largely listed as inhibitors; human spleen homogenate, 4-MU-alpha-glucoside fluorescence; P10253;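 note: 0% = enzyme with vehicle and -100% = no enzyme basal signal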
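Enzyme source: human spleen homogenate, 1 ug/well. Buffer 50 mM citric acid/K phosphate pH 5.0, 0.01% Tween-20. 4-MU-alpha-glucoside 1 mM; 37 C x 40 min; NaOH/glycine stop; fluorescence.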
GAA inhib – inhibitors of human lysosomal alpha-glucosidase | P10253 | purified human GAA, 4-MU-alpha-glucoside fluorescence | Potency, µM (doses to about 76.9 µM), for inactives: top-dose activity change, negative = inhibition, most hits filed as inhibitors | 200,000 tested, 0.005% active;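 note: plate controls were uninhibited enzyme wells for no effect and no-enzyme background for full effect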
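Compounds are titrated up to 77 uM against 4 nM human enzyme. Substrate 4-methylumbelliferyl-alpha-D-pyranoside (400 uM) reacts 20 min at room temperature in pH 5.0 buffer; liberated 4-methylumbelliferone is read at 440 nm.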
ALDH1A1 block – inhibitors of human aldehyde dehydrogenase 1A1. Purified ALDH1A1, NADH fluorescence, propionaldehyde substrate. Potency, µM (highest dose often 75.3 µM), for inactives: at the highest dose activity, negative = inhibition, usual class: inhibitors. 220,000 tested, 7.3% active. AID 1030; active = well fitted inhibition curve with a large enough effect, not every such curve was filed as active; inconclusive = small, poorly fitted or top-dose-only effect, or another doubt; inactive = no such curve, though single readings can be large or run the other way;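 note: plate controls were no enzyme wells and a reference inhibitor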
Target sequence (P00352 whole entry, looked up): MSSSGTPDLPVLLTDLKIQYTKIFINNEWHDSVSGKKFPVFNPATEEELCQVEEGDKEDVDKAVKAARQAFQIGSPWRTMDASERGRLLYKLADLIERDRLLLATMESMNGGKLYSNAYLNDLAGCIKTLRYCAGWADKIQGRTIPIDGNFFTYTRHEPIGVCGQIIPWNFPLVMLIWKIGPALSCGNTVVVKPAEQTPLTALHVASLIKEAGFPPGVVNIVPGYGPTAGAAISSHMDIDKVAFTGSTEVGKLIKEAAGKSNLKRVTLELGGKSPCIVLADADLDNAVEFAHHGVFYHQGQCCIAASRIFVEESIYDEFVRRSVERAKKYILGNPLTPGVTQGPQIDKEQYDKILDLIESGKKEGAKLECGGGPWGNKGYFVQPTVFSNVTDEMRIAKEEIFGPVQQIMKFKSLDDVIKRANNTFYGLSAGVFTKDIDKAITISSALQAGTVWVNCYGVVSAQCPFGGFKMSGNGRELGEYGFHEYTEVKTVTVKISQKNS
Tau fluor counter – counter-screen for tau fibril formation inhibitors; tau K18 P301L Alexa594 fluorescence, heparin fibrillization; Potency, µM (top dose mostly 57.7 µM), inactives show at the top dose activity change, negative = decrease; 280,000 tested, 0.93% active; note: % is set by controls: 0 for no effect and ±100 for the full control effect; nearly all actives have a fitted effect of over 55% in size
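Human tau K18 P301L (15 uM unlabeled, 0.24 uM Alexa 594-labeled) in 100 mM sodium acetate pH 7 with 20 uM heparin, 6 hr at 37 C. ThT 30 uM added, 1 hr ambient; Alexa 594 FP and total fluorescence read at 555/632 nm.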
GAA glycogen – alters human alpha-glucosidase cleavage of glycogen; P10253; recombinant GAA, glycogen substrate, Amplex Red glucose oxidase fluorescence; Potency, µM (series often up to 76.4 µM), for the others: at the highest dose activity change, negative = inhibition, actives largely listed as inhibitors; 300,000 tested, 0.38% active; AID 2100;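 note: 0% = full enzyme reaction and -100% = no-enzyme basal signal; the screen sought inhibitors and activators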
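Recombinant human enzyme (4 nM); glycogen substrate; 37 C, 40 min, pH 5.0. Readout: coupled glucose oxidase/Amplex Red fluorescence.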
The depositor's hits bear a star; ? = inconclusive; nt = no result given; & = joins results of further samples; [ ] = dose if it differs, or a comment. Unless noted, calls come from the whole dose curve; as a rule, active = well fitted curve in the direction sought with a large enough effect; inconclusive = small, poorly fitted or top-dose-only effect, or another doubt; inactive = no such curve, though single readings can be large; an effect the other way counts as inactive or inconclusive. Potency is the fitted concentration of half-maximal effect. A portion of the library; the hit share may differ from the screen's.

Every second line gives: NPSR antag	Epigenetic reg	aGal spleen mod	aGlu spleen mod	GAA inhib	ALDH1A1 block	Tau fluor counter	GAA glycogen
[1] CCN(CC)CCCNC(=O)C1CCCN(c2nnc(N3CCCC3=O)s2)C1 (stereo unspecified)
 : 0%[46.1 µM]	2.1%	2%	9%	-24%	-12%	-12%	6%
[2] CCc1ccc(NC(=O)c2cc(Br)ccc2Br)cc1
 : 27%	1.1%	-8%	-5%	-12%	-15%	-24%	0%
[3] C#CCOCCOCCOCCNc1nc(N2CCN(C(=O)[C@H](CCCCN)n3cc(CCCC)nn3)CC2)nc(N2CCN(C(=O)[C@H](CCCCN)n3cc(CCCC)nn3)CC2)n1
 : -8%	-1.2%	-1%	-4%	2%	-3%	5%	-2%
[4] CC(C)C(=O)N1CCC2(CC1)Oc1ccc(F)cc1C(=O)C21CC(c2ccccc2)=NO1 (stereo unspecified)
 : -14%	0.0%	0%	-10%	nt	nt	0%	7%
[5] FC(F)Sc1nc(-c2ccccc2)c(-c2ccccc2)n1C(F)F
 : -7%[46.1 µM]	0.0%	2%	-20%	-13%	?	-22%	-11%
[6] Cc1noc(C)c1COc1ccc(C(=O)OCC(N)=O)cc1
 : 6%	0.9%	-7%	-1%	4%	8%	4%	5%
[7] Cc1ccc(C(=O)NN2C(=O)C3C4C=CC(C4)[C@@H]3C2=O)cc1 (stereo partly specified)
 : 9%	1.6%	8%	-4%	nt	nt	-1%	-2%
[8] OC(CNC1Cc2ccccc2C1)COc1ccc(Cl)cc1 (stereo unspecified)
 : -18%	-3.1%	-8%	-5%	nt	nt	-3%	5%
[9] COc1ccc(CCNC(=O)CSc2nnc(-c3ccc(F)cc3)c3ccccc23)cc1OC
 : 7%	-1.3%	3%	-12%	1%	15%	-2%	1%
[10] COc1ccc(OC)c(CN2CCN(Cc3cccc4ccccc34)CC2)c1
 : -28%	-3.5%	-9%	5%	-13%	?	-6%	34%
[11] CC(=NCc1ccc2c(c1)OCO2)C1=C(O)c2ccccc2C1=O
 : -11%[46.1 µM]	-1.1%	2%	1%	1%	-5%	-22%	0%
[12] Cc1ccc(NC(=O)C2CC(=O)N(Cc3ccccc3)C2)cc1S(=O)(=O)N1CCCCCC1 (stereo unspecified)
 : -16%[46.1 µM]	0.0%	8%	4%	-6%	-8%	?	-8%
[13] COCCCNCCCCOc1cccc(Br)c1
 : 10%	1.3%	8%	4%	-6%	0%	9%	1%
[14] COc1ccc(S(=O)(=O)NCCC(C)C)cc1OC
 : -4%[46.1 µM]	0.9%	-1%	-2%	3%	2%	1%	-8%
[15] O=C(Nc1ccc(Cl)c(Cl)c1)O/N=C/c1ccncc1
 : 11%	0.0%	2%	-3%	7%	0%	7%	10%
[16] COc1ccc(NC(=O)CSc2nnc(-c3cccnc3)o2)cc1
 : 0%[46.1 µM]	0.8%	-2%	-6%	-5%	0%	-5%	1%
[17] COc1cccc(C(=O)Nc2c3c(nc4c2CCC4)CCCC3)c1
 : 10%	-1.2%	5%	1%	2%	4%	10%	-2%
[18] CCN1CCCC(Sc2nc3c([nH]2)c(=S)n(C)c(=O)n3C)C1 (stereo unspecified)
 : 6%	-3.5%	16%	6%	nt	nt	8%	2%
[19] CCOc1ccc(C(=O)N(CN2CCCC2=O)c2ccc(C)cc2)cc1
 : 16%[46.1 µM]	0.0%	-5%	4%	5%	-9%	1%	2%
[20] CC(C)OC(=O)CSc1nnc(-c2ccncc2)n1N
 : -25%[46.1 µM]	-1.8%	-9%	-2%	2%	5%	-3%	3%
[21] O=c1c(-c2nnc(SCc3ccc(Cl)cc3)o2)cccn1Cc1ccccc1
 : ?	0.9%	?	?	?	?	-2%	2%
[22] COc1ccc(C)cc1S(=O)(=O)N1CCCC(C(=O)NCC2CCCO2)C1 (stereo unspecified)
 : -25%[46.1 µM]	1.5%	-4%	-6%	-9%	0%	6%	8%
[23] COc1ccccc1NC(=O)N1CCN(c2ncccn2)CC1
 : 0%[46.1 µM]	-0.8%	-3%	6%	0%	-1%	6%	5%
[24] COc1ccc(-c2[nH]c3ccccc3c2SCCNC(=O)c2cc3ccccc3oc2=O)cc1
 : -17%	2.1%	-1%	2%	-2%	0%	11µM*[quencher]	-4%
[25] CC(=O)c1ccc(S(=O)(=O)Nc2ccc(C(=O)NCC(c3ccccc3)N(C)C)cc2)cc1 (stereo unspecified)
 : -10%	-1.5%	-1%	2%	-7%	2.8µM*	-22%	3%
[26] CC(C)C(OC(=O)CCCC(=O)Nc1nccs1)C(=O)NC1CCCCC1 (stereo unspecified)
 : -7%	0.0%	13%	5%	14%	9%	-15%	-1%
[27] COC(=O)c1sccc1NC(=O)CCC1CCCCC1
 : -6%[46.1 µM]	1.2%	7%	0%	2%	?	-8%	-2%
[28] O=C(NC(Nc1nc2ccc([N+](=O)[O-])cc2s1)(C(F)(F)F)C(F)(F)F)c1ccccc1
 : 4µM*	9.4%	-1%	-3%	-10%	1%	-23%	-12%
[29] CCOC(=O)CNc1ncc(C(F)(F)F)cc1Cl
 : 2%	-0.3%	6%	-4%	-3%	-1%	3%	-9%
[30] COc1cc(/C=C/C(=O)O)cc(S(=O)(=O)NCCCC(=O)O)c1OC
 : 9%	2.6%	4%	-5%	5%	?	1%	-5%
[31] O=C(c1ccc(CS(=O)(=O)c2ccccc2)o1)N1CCOCC1
 : -19%[46.1 µM]	3.2%	-6%	-4%	-7%	?	-1%	3%
[32] COc1ccc(OC)c(C2C(C(N)=O)=C(C)Nc3nc(-c4cccc(Cl)c4)nn32)c1 (stereo unspecified)
 : -14%[46.1 µM]	-2.9%&10%	-1%	0%	-2%	?	-11%&-30%	-10%
[33] CCCCCC[C@@H](O)C/C=C\CCCCCCCC(=O)O
 : nt	3.4%	0%	1%	nt	-1%	3%	nt
[34] COc1cccc(NC(=S)N(Cc2ccco2)C(C)c2ccco2)c1 (stereo unspecified)
 : -16%[46.1 µM]	1.3%	1%	-1%	4%	4%	-23%	-9%
[35] CC(C)(C)S(=O)(=O)c1c(C(=O)O)cccc1C(=O)O
 : 9%[7.67 µM]	-2.8%	15%	-4%	5%	7%	-4%	5%
[36] COc1cccc(NC(=S)NCc2cccnc2)c1
 : 7%	-0.9%	6%	-2%	7%	-6%	7%	-5%
[37] N/C(=N\O)c1ccc(NC(=O)c2ccc(Br)o2)cc1
 : -3%[46.1 µM]	2.1%	6%	-4%	-7%	-1%	5%	-16%
[38] O=C(Nc1nc2n(n1)C(c1ccccc1)CC(c1ccc(Cl)cc1)N2)c1ccco1 (stereo unspecified)
 : ?	0.3%	-4%	-5%	-23%	?	-3%	-6%
[39] CC1(C)C/C(=N\NC(=S)Nc2ccccc2F)c2cc(O)ccc2O1
 : -34%	0.9%	6%	-14%	3%	?	?	?
[40] Cc1cccnc1NC(=O)COc1ccc2oc3c(c2c1)CCCC3
 : 8%	-1.0%	4%	-10%	-1%	-1%	-11%	-3%

10 structures already listed, ordered by molar mass, smallest number first.
Every second line gives: NPSR antag	Epigenetic reg	aGal spleen mod	aGlu spleen mod	GAA inhib	ALDH1A1 block	Tau fluor counter	GAA glycogen
[35] CC(C)(C)S(=O)(=O)c1c(C(=O)O)cccc1C(=O)O
 : 9%[7.67 µM]	-2.8%	15%	-4%	5%	7%	-4%	5%
[33] CCCCCC[C@@H](O)C/C=C\CCCCCCCC(=O)O
 : nt	3.4%	0%	1%	nt	-1%	3%	nt
[8] OC(CNC1Cc2ccccc2C1)COc1ccc(Cl)cc1 (stereo unspecified)
 : -18%	-3.1%	-8%	-5%	nt	nt	-3%	5%
[17] COc1cccc(C(=O)Nc2c3c(nc4c2CCC4)CCCC3)c1
 : 10%	-1.2%	5%	1%	2%	4%	10%	-2%
[37] N/C(=N\O)c1ccc(NC(=O)c2ccc(Br)o2)cc1
 : -3%[46.1 µM]	2.1%	6%	-4%	-7%	-1%	5%	-16%
[31] O=C(c1ccc(CS(=O)(=O)c2ccccc2)o1)N1CCOCC1
 : -19%[46.1 µM]	3.2%	-6%	-4%	-7%	?	-1%	3%
[30] COc1cc(/C=C/C(=O)O)cc(S(=O)(=O)NCCCC(=O)O)c1OC
 : 9%	2.6%	4%	-5%	5%	?	1%	-5%
[22] COc1ccc(C)cc1S(=O)(=O)N1CCCC(C(=O)NCC2CCCO2)C1 (stereo unspecified)
 : -25%[46.1 µM]	1.5%	-4%	-6%	-9%	0%	6%	8%
[28] O=C(NC(Nc1nc2ccc([N+](=O)[O-])cc2s1)(C(F)(F)F)C(F)(F)F)c1ccccc1
 : 4µM*	9.4%	-1%	-3%	-10%	1%	-23%	-12%
[12] Cc1ccc(NC(=O)C2CC(=O)N(Cc3ccccc3)C2)cc1S(=O)(=O)N1CCCCCC1 (stereo unspecified)
 : -16%[46.1 µM]	0.0%	8%	4%	-6%	-8%	?	-8%

Other records follow.
Every second line gives: NPSR antag	Epigenetic reg	aGal spleen mod	aGlu spleen mod	GAA inhib	ALDH1A1 block	Tau fluor counter	GAA glycogen
[41] O=C(NCC1CC1)c1ccc(Oc2cc(Cl)cc(Cl)c2)o1
 : 27%	-0.3%	-10%	3%	-22%	?	-13%	-1%
[42] N#Cc1ccc2ccn(CC(=O)NC3CCCCC3)c2c1
 : -5%[46.1 µM]	-0.4%	6%	-1%	-15%	?	-12%	-4%
[43] C=CCc1ccc(OCCn2cccc2C=O)c(OC)c1
 : -6%[46.1 µM]	-0.9%	1%	-6%	-4%	?	-6%	-6%
[44] Cc1cc(=O)oc2cc(OCCCN3C(=O)c4ccccc4C3=O)ccc12
 : -3%	-1.0%	-3%	-1%	-2%	1%	-15%	5%
[45] CSCCCNC(=S)N1CCc2ccccc2C1
 : 2%	17%	-4%	nt	-5%	?	-2%	-13%
[46] O=C(O)CC1NC(=O)N(C2CCCCC2)C1=O (stereo unspecified)
 : 8%	0.2%	0%	5%	10%	13%	-6%	-8%
[47] O=C(c1ccco1)N1CCN(C(=O)c2cnn3c2NC(c2cccs2)CC3C(F)(F)F)CC1 (stereo unspecified)
 : -16%[46.1 µM]	-1.0%	-9%	-6%	-1%	-1%	0%	1%
[48] CCOC(=O)C1(CCOc2ccccc2)CCN(Cc2ccc(CO)o2)CC1
 : -16%	1.1%	0%	2%	6%	-9%	-11%	4%
[49] CC1(C)CC(=O)C2=C(C1)Nc1ccccc1S2
 : ?	-2.4%	0%	-5%	nt	nt	-27%	?
[50] COc1cc(NC(=O)CSc2nnc(-c3ccncc3)n2C2CCCCC2)ccc1NC(=O)c1ccco1
 : ?	1.8%	-5%	-6%	-11%	0%	-24%	9%
[51] Oc1cc2c(cc1C(c1ccc(Br)cc1)N1CCCC1)OCO2 (stereo unspecified)
 : -7%	-3.3%	5%	3%	-4%	2µM*	?	?
